D1 agonist = activates the human D1 dopamine receptor; P21728; HEK293 T-REx D1 cells, calcium flux, agonist mode; activation, % at 2 µM; actives 1% (n = 360,000); AID 504660; in the data active means activation above about 30%; further: 0% is about no effect
Target sequence (P21728 whole entry, looked up): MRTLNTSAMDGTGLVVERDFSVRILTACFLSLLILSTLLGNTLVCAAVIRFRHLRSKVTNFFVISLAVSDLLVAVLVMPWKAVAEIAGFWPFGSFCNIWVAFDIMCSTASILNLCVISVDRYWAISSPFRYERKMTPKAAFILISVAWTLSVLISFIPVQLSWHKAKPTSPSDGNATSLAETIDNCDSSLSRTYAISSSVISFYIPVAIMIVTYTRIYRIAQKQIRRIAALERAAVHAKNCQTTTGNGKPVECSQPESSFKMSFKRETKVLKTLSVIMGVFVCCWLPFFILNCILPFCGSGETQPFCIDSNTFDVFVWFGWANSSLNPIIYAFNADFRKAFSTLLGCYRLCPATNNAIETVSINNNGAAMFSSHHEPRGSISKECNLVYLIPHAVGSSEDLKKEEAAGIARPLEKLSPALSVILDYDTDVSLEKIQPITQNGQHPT
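Agonism was scored from calcium flux recorded over 180 s (1 read/s) after pintool compound addition, following a 10-cycle baseline. Cells were inducible force-coupled HEK293 TREx D1, plated overnight at 30 C and loaded with no-wash calcium dye.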
RXFP1 agonist = agonists of human relaxin receptor RXFP1; AID 2676; HEK293T-RXFP1 cAMP TR-FRET, 30 min; response scale: percent of porcine relaxin response, buffer zero; actives 0.3% (n = 370,000); Q9HBX9; Potency, µM (titrated, usually from 57.5 µM), inactives show top-dose activation, most hits filed as activators; further: potency means the concentration at half of the fitted maximal effect; on the % scale 0 is the no-effect control and ±100 the full control effect; nearly all actives have a fitted effect of over 60% in size; many of its hits are not listed in these tables
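cAMP rise read by TR-FRET after 30 min, 37C compound exposure (up to 58 uM) in RXFP1-transfected HEK293 cells with Ro 20174 present. EC50 from Hill-equation fits, with 29 nM porcine relaxin as 100% and buffer as basal.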
D1 antagonist = human D1 dopamine receptor antagonism; P21728; HEK293 TREx D1 cells, calcium flux, dopamine EC80; stronger effect = lower value; activity change, negative = inhibition, % at 10 µM; actives 3.2% (n = 360,000); AID 504652; in the data active means activity change below about -30%; further: on the % scale 0 is the no-effect control and ±100 the full control effect
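Tetracycline-induced HEK293 Trex D1 cells, force-coupled to calcium, dye-loaded; compounds added and read 180 s, then EC80 dopamine added and calcium flux tracked kinetically another 180 s.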
GRP78 ERSR act = inducers of ER stress response in human glioma cells; U87-MG GRP78 promoter luciferase reporter, 16 h; Potency, µM, inactives show at the highest dose activation, hits mostly activators; actives 0.02% (n = 420,000); AID 602332; further: potency means the concentration at half of the fitted maximal effect; series mostly up to about 76 µM; % of control where 0% means no effect; nearly all actives have a fitted effect of over 35% in size
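Stably transfected U87-MG glioma cells carrying a GRP78-based luciferase sensor; 16 h compound incubation. Luminescence end-point read 10 min after Bright-Glo addition at room temperature.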
D1 potentiator = enhances dopamine response at the human D1 receptor. P21728. HEK293 TREx D1 cells, calcium flux, dopamine EC20 potentiation. actives 0.036% (n = 360,000). potentiation, % at 10 µM; in the data active means potentiation above about 30%; further: 0% is about no effect
LDHA inh = LDHA (human) enzyme inhibition. actives 0.15% (n = 480,000). purified LDHA, NADH/diaphorase-resazurin fluorescence; stronger effect = lower value. activity change, % (values are at about 110 or 230 µM). AID 1347041; in the data active means activity change below about -30%; inconclusive means mostly about -25% to -30%;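 further: plate controls were DMSO wells for no effect and wells without enzyme for full effect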
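Human LDH5 at 2 nM final in Tris HCl pH 7.4 with 0.06 mM NADH and 0.2 mM pyruvate, reacted 5 minutes at room temperature. Remaining NADH coupled via diaphorase/resazurin; resorufin fluorescence read at 0 and 20 minutes, normalized to enzyme-free and DMSO wells.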
Vif-A3F inh = blocks the Vif interaction with APOBEC3F; actives 0.2% (n = 390,000); Potency, µM (highest dose often 46.1 µM), for the others: at the highest dose activity, negative = active; HeLa A3F-eYFP + Vif (tagged APOBEC3F with the HIV-1 protein that degrades it), YFP fluorescence increase; further: potency means the concentration at half of the fitted maximal effect; % of control where 0% means no effect; nearly all actives have a fitted effect of over 65% in size
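HeLa cells stably expressing A3F-eYFP plus Vif, plated and incubated overnight at 37 deg C, then exposed to compounds overnight at 37 deg C. Blocked degradation read as raised yellow fluorescence (Ex 488/Em 500-530).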
D2 PAM = positive allosteric modulators of human D2 dopamine receptor; P14416; HEK293 T-REx D2, calcium flux, EC20 dopamine potentiation; potentiation, % at 10 µM; actives 0.34% (n = 340,000); AID 485347;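 active means potentiation over 3 SD above the plate norm, cut at about 30% in these data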; further: 0% is about no effect
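Tetracycline-induced Hek293 Trex D2 cells, force-coupled to calcium, loaded with no-wash calcium dye. Compound added with 180 s kinetic read for agonism, then EC20 dopamine and a further 180 s read for potentiation.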
Vif-APOBEC3G blk = Vif-A3G binding inhibition | HeLa A3G-eYFP + Vif (tagged APOBEC3G with the HIV-1 protein that degrades it), YFP fluorescence, overnight | Potency, µM (doses to about 46.1 µM), for inactives: at the highest dose activity, negative = active, usual class: inhibitors | actives 0.076% (n = 410,000) | AID 602310;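 further: potency means the concentration at half of the fitted maximal effect; on the % scale 0 is the no-effect control and ±100 the full control effect; nearly all actives have a fitted effect of over 60% in size; hits raise eYFP signal because A3G escapes Vif-driven loss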
Target sequence (Q9HC16 whole entry, looked up): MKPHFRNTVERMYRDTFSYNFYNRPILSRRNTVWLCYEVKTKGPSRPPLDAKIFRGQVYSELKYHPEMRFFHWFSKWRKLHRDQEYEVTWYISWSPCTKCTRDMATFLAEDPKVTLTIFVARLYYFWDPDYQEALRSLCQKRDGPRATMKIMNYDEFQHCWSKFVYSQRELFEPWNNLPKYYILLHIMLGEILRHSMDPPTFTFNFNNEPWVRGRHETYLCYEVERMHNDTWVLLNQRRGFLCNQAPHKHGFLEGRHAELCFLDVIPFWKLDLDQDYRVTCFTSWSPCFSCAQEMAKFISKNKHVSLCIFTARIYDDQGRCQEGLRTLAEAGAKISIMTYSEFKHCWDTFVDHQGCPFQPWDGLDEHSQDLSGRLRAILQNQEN
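HeLa cells stably expressing Vif and C-terminally eYFP-tagged A3G, seeded overnight at 37 deg C, then exposed to compound by pintool overnight at 37 deg C. Rise in yellow fluorescence (Ex 488/Em 500-530, Acumen) marks blocked Vif-driven A3G degradation.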
Numbers without * were called inactive; ? = inconclusive; / = no result given; & = joins results of further samples. Unless noted, the call rests on the fitted dose curve; in most records, active means well fitted curve in the direction sought with a large enough effect; inconclusive means small, poorly fitted or top-dose-only effect, or another doubt; inactive means no such curve, though single readings can be large; an effect the other way counts as inactive or inconclusive. Some of the compounds tested. The share of hits here may be higher or lower than overall.

SMILES	D1 agonist	RXFP1 agonist	D1 antagonist	GRP78 ERSR act	D1 potentiator	LDHA inh	Vif-A3F inh	D2 PAM	Vif-APOBEC3G blk
COC(=O)c1scc(C)c1NS(=O)(=O)c1ccc(NC(C)=O)cc1	5	2.7%	5	-5%	-4	-8	-5%	-3	0%
COc1ccc2nc3sc(C(=O)NCCCN4CCc5ccccc5C4)cc3cc2c1	1	-0.6%	-4	3%	3	-3	4%	-21	0%
CC1(C)CC(=O)C2=C(C1)OC(N)=C(C#N)C2c1cc2c(cc1[N+](=O)[O-])OCO2 (stereo not drawn)	1	1.8%	-33*	-4%	-2	7	?	-4	-2%
O=C(NC(=S)Nc1ccc2c(c1)OCCO2)c1ccc(F)cc1Cl	8	1.5%	14	2%	-8	-7	-14%	4	2%
Cc1ccccc1OCC(=O)Nc1ccc([N+](=O)[O-])cc1	5	-2.2%	-19	-3%	-11	-4	8%	-7	-7%
COc1ccc(C(=O)CC(C(=O)O)c2ccc3c(c2)OCO3)cc1OC (stereo not drawn)	/	/	/	-2%	/	-1	6%	/	0%
NC(=O)c1ccc(C(F)(F)F)n(Cc2cccc(Cl)c2)c1=O	14	-0.9%	23	1%	7	2	-19%	4	-4%
Cc1ccc(NC(=O)CN(C)C(=O)CSc2nc3ccccc3o2)cc1	2	-3.7%	-21	-2%	-8	-7	-7%	-12	1%
O=C(CCCC(=O)NCCc1ccccc1)NCCc1ccccc1	1	3.1%	-20	-1%	-4	-8	1%	-9	0%
CCc1ccc(C2C(C#N)=C(N)C(C#N)(C#N)C3=CCC(C(C)(C)C)CC32)cc1 (stereo not drawn)	0	2.4%	4	0%	-2	15	-28%	11	?
CCN1CCN(C(=O)Cn2ncc3c4ccccc4n(Cc4ccccc4F)c3c2=O)CC1	5	0.3%	15	-3%	-2	-5	2%	-3	-4%
CN(C)/C=C1/N=C(c2ccccc2)OC1=O	-2	0.0%	/	7%	-1	0	-4%	6	0%
CCN1CCN(CCCNC(=O)c2ccccc2NC(=O)C2=C(C)OCCS2)CC1	2	3.2%	-16	2%	1	0	0%	4	2%
CN(C)CCCNc1cc(O)c2ncccc2c1	2	0.1%	-15	-12%	-3	0	11%	/	1%
CCCCCCOc1ccc(C(=O)NCCCn2ccnc2)cc1	6	-1.9%	-4	0%	-2	0	0%	-3	-3%
CCOc1ccc(CCNC(=O)CCS(=O)(=O)c2ccc(OC)cc2)cc1OCC	-2	-1.0%	15	0%	-11	2	0%	0	0%
O=C(CSc1nnnn1-c1ccc(C(=O)O)cc1)NC1CC1	5	0.3%	-4	-3%	-2	-8	-6%	3	1%
O=C(NC1CCCCC1)N1CCCC(c2nc(-c3cccs3)no2)C1 (stereo not drawn)	3	1.0%	11	-4%	-3	0	7%	18	1%
Nc1ccc(-c2cc(-c3ccc(N)cc3)nc(-c3ccccc3)n2)cc1	3	14%	-3	-6%	-6	-1	-9%	8	0%
Cn1nc(NC(=O)C(F)(F)F)c2ncc(-c3ccc(Cl)cc3)nc21	0	3.1%	0	10%	-15	-9	-2%	12	-17%
CCCCOc1cccc(C2c3c(oc4ccccc4c3=O)C(=O)N2c2ccccn2)c1 (stereo not drawn)	1	3.8%	0	-3%	-3	-4	3%	-14	3%
CCOC(=O)[C@H]1[C@H]2COc3ccc(Br)cc3[C@@H]2N2C(=O)CN(CC3CCCO3)C(=O)[C@@]12C (stereo partly drawn)	0	0.8%	/	-5%	-2	3	3%	4	-4%
COc1ccc(C2CC(c3ccccc3C)n3nc(N)nc3N2)cc1 (stereo not drawn)	-2	2.1%	-2	-2%	-3	-5	-6%	-6	1%
CCC12CN3CC(CC)(CN(C1)C3c1c(O)ccc3ccccc13)C2=O (stereo not drawn)	0	5.5%	-3	-3%	0	30	0%	0	-2%
CCC1Oc2ccc(C)cc2N(CC(=O)NCC2COc3ccccc3O2)C1=O (stereo not drawn)	8	0.0%	3	-4%	/	0	1%	6	-1%
CCN1CCN(CC(=O)Nc2cc(C)on2)CC1	2	0.5%	-6	-2%	-4	-25	0%	-1	-4%
Cc1ccc(NC(=O)C2CCN(C(=O)c3ccccc3C)CC2)cc1	0	-0.2%	-44*	1%	0	0	-10%	-6	0%
Cc1cc(OCCCC(=O)NCCc2nnc3ccccn23)ccc1Cl	/	/	/	2%	/	-10	5%	/	2%
Cc1c(C)c2ccc(OCC(=O)NCCCn3ccnc3)cc2oc1=O	2	4.6%	-12	-4%	-8	-9&-2	1%	-13	7%
Cc1ccc(C(C)(C)NC(=O)C2CCC(=O)N(Cc3ccccc3F)C2)cc1 (stereo not drawn)	4	-0.8%	25	0%	7	1	-1%	8	0%
COc1cccc2c1CCC(NC(C)=O)C2=O (stereo not drawn)	-1	1.4%	2	0%	-7	28	4%	0	0%
CC1=C(C#N)C(=O)NC(=O)/C1=C\c1ccc(-c2ccc(C)cc2[N+](=O)[O-])o1	-2	-2.7%	7	-2%	2	26	-13%	5	0%
CCCOc1ccc(NC(=O)CC2C(=O)N(c3ccc(C)cc3)C(=O)N2C(C)C)cc1 (stereo not drawn)	-1	4.7%	6	-1%	-3	-1	-4%	5	-3%
Cc1ccccc1OCc1nc2ccccc2c(=O)n1/N=C/c1cccc([N+](=O)[O-])c1	3	-0.7%	-32*	3%	-4	-14	-5%	30	0%
CCCCOc1ccc(S(=O)(=O)Nc2ccc(NC(C)=O)cc2)cc1	9	-0.1%	-6	1%	-5	2	-7%	10	0%
COc1ccc(CCNC(=O)CC(C)S(=O)(=O)c2ccc3c(c2)NC(=O)CO3)cc1OC (stereo not drawn)	1	1.5%	-3	0%	-1	-1	7%	-5	-5%
O=C(CCn1c(=S)[nH]c2ccccc2c1=O)Nc1cccc(Cl)c1	1	5.8%	-22	-7%	-2	-3	-1%	13	0%
CCOC(=O)c1c(C)[nH]c(C(=O)COC(=O)CCS(=O)(=O)c2ccc(C)cc2)c1C	11	0.4%	-10	-1%	-4	-3	18%	0	-4%
Cc1ccc2c(c1)N(CC(=O)N1CCCCCC1)C(=O)C(C)O2 (stereo not drawn)	1	0.8%	1	-5%	-8	-7	-11%	/	1%
Cc1c(C)n(Cc2ccccc2)c2ncnc(NCCO)c12	0	-0.3%	-4	-4%	0	-10	6%	-12	0%
COc1ccc(-n2nc(C(=O)N(C)C3CCCCC3)c3ccccc3c2=O)c(OC)c1	2	3.2%	4	-1%	2	-2	4%	6	4%
CC(C)(C)c1ccc(CSc2nc3c(c(=O)[nH]2)CCCC3)cc1	4	-3.7%	-5	/	-3	-6	/	8	/
CCOC(=O)[C@H]1[C@H]2COc3ccc(Br)cc3[C@@H]2N2C(=O)CN(C)C(=O)[C@@]12C	/	/	/	0%	/	-13	2%	/	0%
Cc1cccc(N2CCN(C(=O)c3cccc(S(=O)(=O)N4CCc5ccccc5C4)c3)CC2C)c1 (stereo not drawn)	1	0.1%	3	-2%	-2	-1	-16%	9	1%
COc1cccc2c1OC1(N3CCOCC3)CCCCC1C2C[N+](=O)[O-] (stereo not drawn)	/	/	/	-8%	/	0	-3%	/	-5%
COc1ccc(C(=O)NCCC(=O)N2CCC3(CC2)NCCc2[nH]cnc23)cc1	1	3.0%	-3	0%	1	-14	-5%	-3	1%
Cc1cccc(OCC(=O)N2CCc3ccccc3C2)c1	4	-0.3%	-9	2%	-3	-4	-11%	-1	2%
Clc1ccc(CSc2cnnc3ccccc23)cc1Cl	/	/	/	1%	/	-9	0%	/	1%
COc1ccc(C(CCNCc2ccc(F)cc2)c2ccc(F)cc2)cc1 (stereo not drawn)	46*	-0.6%	0	-8%	10	1	?	-14	-11%
O=C(Nc1ccccc1Br)c1cc(=O)c2ccccc2o1	-1	12%	-2	-4%	-4	-6	-18%	3	1%

Continuation:
SMILES	D1 agonist	RXFP1 agonist	D1 antagonist	GRP78 ERSR act	D1 potentiator	LDHA inh	Vif-A3F inh	D2 PAM	Vif-APOBEC3G blk
COc1ccc(NC(=O)CC23CC4CC(CC(C4)C2)C3)cn1	7	0.9%	0	-4%	1	-5	-28%	-2	0%
Cc1cccc(OCCCSc2nc3ccccc3[nH]2)c1	8	-0.7%	-24	-5%	-9	-2	3%	7	4%
COC(=O)C(CCCCNC(=O)c1ccc([N+](=O)[O-])cc1)NC(=O)c1ccc([N+](=O)[O-])cc1 (stereo not drawn)	0	2.2%	-6	?	-5	-3	-12%	12	0%
O=C(NCc1ccc(F)cc1)N[C@@H](Cc1ccccc1)C(=O)O	1	0.7%	38	-5%	0	-4	-9%	4	1%
O=C(CC1S/C(=N/N=C/c2cccnc2)NC1=O)Nc1ccccc1 (stereo not drawn)	3	-0.4%	-1	20%	-9	-3	-7%	11	-2%
COc1cc(C(=O)N/N=C2\CCS(=O)(=O)c3ccc(F)cc32)cc(OC)c1OC	4	3.2%	1	-3%	-3	-4	-11%	-7	-5%
Cc1ccc(CNC(=O)CN2c3cccc4cccc(c34)S2(=O)=O)cc1	-1	1.0%	1	-4%	3	7	-4%	2	-7%
COc1ccc(Nc2cc(C)c3cc([N+](=O)[O-])ccc3n2)cc1	14	-1.7%	-3	0%	-7	-5	-8%	-1	-13%
CCc1nc(SCC(=O)N2CCOCC2)c2c(=O)n(C)c(=O)n(C)c2n1	4	12%	-4	-5%	0	-4	3%	2	-6%

Assay outcomes (PubChem BioAssay)
